NOD2 RIPK2 PPI – NOD2-RIPK2 binding disruptors in cells, primary screen, fluorescence, CHO cells, BLA complementation; 0.38% of 360,000 active; Receptor-interacting serine/threonine-protein kinase 2 (Homo sapiens), O43353; inhibition, % at 4.98 µM; CCF4 ratio; in the data active = inhibition above about 21%;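 note: 0% = vehicle only and 100% = reference blocker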
MC4R barr agon – MC4R agonists recruiting beta-arrestin, primary screen, cell-based, luminescence, agonist arm of biased-ligand search | Melanocortin receptor 4 (Homo sapiens), P32245 | U2OS MC4R beta-arrestin complementation; percent of melanotan II response, DMSO zero | activation, % at 8.9 µM | 0.98% of 360,000 active;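 active = activation above a per-plate cutoff, the mean activation of sample wells on that plate plus 3 SD, cut at about 8% in these data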
ABHD5-PLIN5 inh – ABHD5-PLIN5 interaction inhibitors, primary screen, cell lysate, split luciferase complementation, luminescence; Split G. princeps luciferase complementation, 4 h; inhibition, % at 4 µM; 0.78% of 360,000 active; AID 602281, 2012;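 active = inhibition above the mean inhibition across every tested compound plus 3 SD, cut at about 22% in these data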;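 note: 0% = DMSO only wells and the 100% control is not disclosed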
MC4R antagonist – MC4R antagonists of cAMP signaling, primary screen, cell-based, TR-FRET, antagonist arm of biased-ligand search | inhibition, % at 6.5 µM | MC4R-expressing cells, MTII-stimulated cAMP, LANCE TR-FRET | 0.48% of 360,000 active | Melanocortin receptor 4 (Homo sapiens), P32245;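 active = inhibition above its plate's cutoff, the mean of tested wells on that plate plus 3 SD, cut at about 29% in these data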;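 note: 0% = Melanotan II alone and 100% = Melanotan II plus saturating MCL0020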
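Assay system: U2OS cells stably expressing human melanocortin 4 receptor (MC4R) / Dosing: 6.5 µM / Timing: compound 30 min, challenge 1 h, detection 1 h / Measured by: Eu-cAMP/anti-cAMP TR-FRET, emission 671 nm / Replicates: singlicate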
LMP1 NFkB inh – EBV LMP1-driven NF-kappaB luciferase reporter inhibitors, primary screen, cell-based, luminescence, single point; 0.69% of 350,000 active; LMP1-induced NF-kappaB luciferase reporter cells; inhibition, % at 12.5 µM; in the data active = inhibition above about 41%;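 note: 0% = neutral control wells and 100% = reference inhibitor control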
TLR9-MyD88 inh – inhibitors of TLR9-MyD88 association in cells, primary screen, cell-based, CHO, BLA complementation, fluorescence. Toll-like receptor 9 (Homo sapiens) + Myeloid differentiation primary response protein …. CCF4 FRET ratio. inhibition, % at 4.98 µM. 0.21% of 340,000 active. AID 504734, 2011;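 active = inhibition above the mean over all tested compounds plus 3 SD, cut at about 21% in these data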;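 note: 0% = DMSO only wells and 100% = clavulanate BLA inhibitor control wells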
SRC2 inh – inhibition of GAL4-SRC2 driven luciferase reporter, primary screen, SRC2 inhibitor project, cell-based, luminescence; Nuclear receptor coactivator 2 (Homo sapiens), Q15596; inhibition, % at 9 µM; 0.17% of 370,000 active; HEK293 GAL4-SRC2 luciferase reporter;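 active = inhibition above the mean inhibition of all tested compounds plus 3 SD, set per campaign, cut at about 52% in these data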;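 note: 0% = DMSO treated cells and 100% = cells given Gossypol at 36 µM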
NCOA3 inh – SRC3 coactivator transcriptional activity inhibitors, primary screen, cell-based, luminescence | AID 588352, 2011 | HEK293 GAL4-SRC3 luciferase reporter | 0.17% of 360,000 active | Nuclear receptor coactivator 3 (Homo sapiens), Q9Y6Q9 | inhibition, % at 3.6 µM;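 active = inhibition above a per-campaign cutoff, the mean of all compounds plus 3 SD, cut at about 60% in these data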;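 note: 0% = DMSO-treated cells and 100% = gossypol-treated cells at 36 µM; higher means less SRC3-driven luciferase light from the GAL4 reporter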
LRH-1 inv ag – LRH-1 (NR5A2) inverse agonists, primary screen, cell-based, luminescence, HEK293T, StAR-luciferase reporter; Nuclear receptor subfamily 5 group A member 2 (Homo sapiens), O00482; LRH-1 transfected, 24 h; inhibition, % at 3.6 µM; 0.13% of 360,000 active;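 active = inhibition above the mean inhibition of all tested compounds plus 3 SD, cut at about 73% in these data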;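 note: 0% = DMSO wells and 100% = reporter-only cells lacking LRH-1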
Target sequence (O00482 whole entry, looked up): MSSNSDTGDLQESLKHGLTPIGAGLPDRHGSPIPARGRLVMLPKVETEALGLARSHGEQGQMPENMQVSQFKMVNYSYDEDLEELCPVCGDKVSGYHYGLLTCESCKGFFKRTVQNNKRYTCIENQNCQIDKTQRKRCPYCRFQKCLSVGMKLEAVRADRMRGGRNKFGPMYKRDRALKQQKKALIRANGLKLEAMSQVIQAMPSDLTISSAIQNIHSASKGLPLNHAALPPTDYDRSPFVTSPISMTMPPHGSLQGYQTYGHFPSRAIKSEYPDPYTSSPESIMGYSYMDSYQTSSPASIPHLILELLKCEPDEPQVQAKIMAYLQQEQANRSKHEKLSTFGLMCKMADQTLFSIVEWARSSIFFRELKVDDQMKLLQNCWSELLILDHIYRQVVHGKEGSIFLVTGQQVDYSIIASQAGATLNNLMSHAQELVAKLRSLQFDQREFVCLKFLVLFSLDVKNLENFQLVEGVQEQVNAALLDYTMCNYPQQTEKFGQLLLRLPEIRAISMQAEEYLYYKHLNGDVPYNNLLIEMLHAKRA
SRC1 inh – SRC1 coactivator transcriptional activity inhibitors, primary screen, cell-based, luminescence | Nuclear receptor coactivator 1 (Homo sapiens), Q15788 | HEK293 GAL4-SRC1 luciferase reporter | inhibition, % at 3.6 µM | 0.12% of 360,000 active | AID 588354, 2011;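 active = inhibition above the campaign mean plus 3 SD, with each screening campaign given its own cutoff, cut at about 60% in these data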;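 note: 0% = DMSO treated cells and 100% = gossypol at 36 µM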
COUP-TFII inh – NR2F2 transcriptional activity inhibitors, primary screen, cell-based, luciferase reporter, HEK293T, luminescence | COUP transcription factor 2 (Homo sapiens), P24468 | HEK293T NGFI-A luciferase reporter | inhibition, % at 8.6 µM | 0.7% of 370,000 active | AID 686940, 2013;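 active = inhibition above a per-plate cutoff, mean inhibition of test wells between control levels plus 3 SD, cut at about 38% in these data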;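 note: cells cotransfected with COUP-TFII expression vector driving the NGFI-A reporter; 0% = median of COUP-TF2 test wells and 100% = reporter-only cells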
Target sequence (P24468 whole entry, looked up): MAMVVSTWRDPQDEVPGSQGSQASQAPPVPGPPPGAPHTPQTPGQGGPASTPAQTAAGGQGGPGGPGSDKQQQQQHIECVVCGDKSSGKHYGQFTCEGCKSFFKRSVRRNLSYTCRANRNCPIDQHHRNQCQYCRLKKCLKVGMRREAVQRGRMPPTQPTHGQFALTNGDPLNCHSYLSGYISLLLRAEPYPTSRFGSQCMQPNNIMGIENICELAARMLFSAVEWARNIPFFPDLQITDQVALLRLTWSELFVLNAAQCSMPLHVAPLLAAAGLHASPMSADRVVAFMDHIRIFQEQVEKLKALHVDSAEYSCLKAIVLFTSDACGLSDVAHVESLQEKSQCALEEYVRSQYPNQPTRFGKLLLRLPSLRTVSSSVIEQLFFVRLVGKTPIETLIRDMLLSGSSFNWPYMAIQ
The depositor's hits bear a star; nt = no result given. An excerpt; rates above refer to the full screens.

SMILES	NOD2 RIPK2 PPI	MC4R barr agon	ABHD5-PLIN5 inh	MC4R antagonist	LMP1 NFkB inh	TLR9-MyD88 inh	SRC2 inh	NCOA3 inh	LRH-1 inv ag	SRC1 inh	COUP-TFII inh
COc1ccc(CN2CCN(C(=O)c3ccc(S(=O)(=O)N4CCCCCC4)cc3)CC2)cc1	4	-2.5	0	20	27	5	-34	21	27	25	63*
CN(Cc1nccs1)C(=O)CC1C(=O)NCCN1Cc1ccc(-c2ccccc2)cc1 (configuration not stated)	-12	-0.2	1	2	-1	3	0	-2	17	-7	13
Cc1ccccc1C(=O)N1CCC(C(=O)N2CCCc3ccccc32)CC1	-7	-4.8	8	6	-5	-10	-35	15	2	-27	-3
O=C(COc1ccccc1F)NNC(=O)c1cccc(-n2cccc2)c1	-6	-0.7	1	-2	4	0	2	0	5	-37	13
O=[N+]([O-])c1ccc(C2CCCC/C2=N\OCc2cccc(F)c2)c([N+](=O)[O-])c1 (configuration not stated)	1	0.2	-9	11	-4	-3	-13	9	16	6	7
CSc1nccc(N2CCN(c3ccc(F)cc3)CC2)n1	1	1.8	-5	13	4	-4	-12	10	-9	-32	17
Cc1ccc(C(=O)CC2(O)C(=O)N(Cc3ccccc3Cl)c3ccccc32)o1 (configuration not stated)	2	-1.6	4	21	-2	1	20	6	-5	9	4
Cc1ccnc(NC(=O)CCC(=O)N(CC(=O)NCc2ccccc2)Cc2ccc(F)cc2)c1	3	0.1	8	5	2	-2	-3	-3	13	-16	17
CC[C@]12c3[nH]c4cc(CCC(=O)N(C)C)ccc4c3CCN1C(=O)[C@@H](CC(=O)NC(C)(C)C)C[C@@H]2C(=O)N1CCN(C(=O)c2ccco2)CC1	0	0.3	-3	11	2	-9	-23	-4	14	1	-14
CS(=O)(=O)N(CC(=O)Nc1cccc([N+](=O)[O-])c1)c1ccccc1	-19	-1.7	-5	-1	1	9	1	-5	0	8	-20
COc1cc(C(C)=O)ccc1OCC(=O)c1cc(C)n(C2CC2)c1C	-3	-0.7	5	3	-7	4	5	25	8	0	5
O=C(NCC1CCCN(Cc2ccc3nonc3c2)C1)c1ccc(F)cc1 (configuration not stated)	-13	-2.1	-1	7	8	-15	1	22	0	-3	9
CCOC(=O)C1(C)NC(c2ccc(OC)c(OC)c2)C2C(=O)N(c3cccc(C(C)=O)c3)C(=O)C21 (configuration not stated)	-4	0.3	4	9	3	7	-22	-15	8	-3	7
CC1(C)OC2OC3C(CN)OC(c4ccccc4)OC3C2O1 (configuration not stated)	-2	-0.6	-1	1	0	-6	-18	-15	-12	-2	10
CC(=O)N1CCN(C(C)=O)c2ccccc21	-4	-1.0	-5	-1	9	-1	-20	-2	-14	-3	8
Cc1ccccc1Cn1ccc(NC(=O)c2cnn3c2NC(c2ccccc2)CC3C(F)(F)F)n1 (configuration not stated)	0	3.9	-4	17	-5	4	-10	22	-54	-1	9
CCC(C)NC(=O)C1CCN(S(=O)(=O)c2cccc3cccnc23)CC1 (configuration not stated)	1	-0.8	6	-1	-5	1	-23	-2	11	-7	0
COc1ccc(C(=O)CC(=O)C(=O)Nc2ccc(Cl)cc2)cc1	-2	0.1	-4	-6	-6	2	-38	5	-9	-2	8
O=C(COC(=O)COc1ccc(Cl)cc1Cl)NC1CCCCCC1	4	2.2	7	-4	7	7	-19	-55	-8	3	-1
COc1ccc(CCN(C)CCCC(C#N)(c2cc(OC)c(OC)c(OC)c2)C(C)C)cc1OC (configuration not stated)	-2	-0.2	-2	1	0	-6	0	-20	10	7	-7
CCN(CC)S(=O)(=O)c1ccc(N2CCOCC2)c(NC(=O)CC2OC(=O)c3ccccc32)c1 (configuration not stated)	-3	3.1	4	9	1	-3	12	6	-10	-2	-8
Cc1[nH]n(-c2ccccc2)c(=O)c1/C=N/c1ccccn1	-8	0.4	-16	20	5	-6	2	-8	11	1	8
CCOC(=O)C1CCN(C(=O)C(C)Sc2nnc3ccccn23)CC1 (configuration not stated)	-9	-0.8	1	6	-6	-8	-5	-10	-29	-21	-6
COc1ccccc1NC(=O)c1sc2nc(C)cc(C)c2c1N	2	0.8	2	-5	12	-1	-45	-10	1	12	9
CN(C)CCNc1ncnc2c1sc1nc(N3CCOCC3)c3c(c12)CC(C)(C)SC3	2	1.1	3	4	8	-8	-32	15	0	-4	-10
CC1CC(C)CN(CCCCOc2ccc([N+](=O)[O-])cc2)C1 (configuration not stated)	-2	-1.4	4	-6	5	-2	-13	16	22	20	-3
O=C(O)c1ccccc1NS(=O)(=O)c1ccc(NN=Cc2ccc(F)cc2)c([N+](=O)[O-])c1	7	-1.3	12	6	-2	-1	nt	-3	-18	-15	nt
CCOc1ccc(NC(=O)Cc2nnc(SCC(=O)N3CCOCC3)n2C)cc1	-3	-2.2	-1	7	-5	-15	-20	-3	1	-5	-10
COc1ccc(O)c(C=Nc2cc(C)on2)c1	-2	-0.2	-8	24	3	-14	-15	14	4	-4	2
O=C(N/N=C/c1ccc(N2CCOCC2)cc1)c1cccs1	4	-2.9	0	-6	-32	-18	-47	-80	-157	-100	-56
O=C(NS(=O)(=O)Oc1ccccc1F)OC[C@@H]1CCCN2CCCCC12 (some centres not stated)	-12	1.0	-5	-2	-6	-2	6	1	9	1	-2
O=C(O)Cc1ccc(OCc2ccc(Cl)nc2)cc1	2	1.4	3	2	-3	-1	22	0	-8	0	12
O=C(CSc1nccn(-c2ccc(F)c(Cl)c2)c1=O)NC1CCCC1	5	-2.6	-8	1	-5	-2	24	2	11	0	4
CCC(=O)N(CCC(Cc1ccccc1)c1ccco1)Cc1ccco1 (configuration not stated)	13	-0.7	-1	6	5	-1	32	18	-6	-1	12
CS(=O)(=O)c1cccc(-c2nnc(NC(=O)CCS(=O)(=O)c3ccccc3)o2)c1	-9	-3.1	1	-1	-15	5	-20	-1	18	17	10
COc1ccccc1C(=O)NC(=S)Nc1ccc(Cc2ccncc2)cc1	7	13*	7	15	13	-2	3	4	-4	14	5
Cc1ccc(S(=O)(=O)c2c(N)n(CC3CCOC3)c3nc4ccccc4nc23)cc1 (configuration not stated)	-10	-0.9	-1	4	2	-1	4	10	-25	-1	20
CCOC(=O)N1CCN(C(=O)C[C@@H]2C[C@@]3(C(=O)OCC)CCC=C3N(Cc3ccco3)C2=O)CC1	-5	nt	11	nt	nt	nt	21	nt	7	nt	-5
Cc1csc(NC(=O)c2ccc(S(=O)(=O)N(C)c3ccccc3)cc2)n1	-4	1.0	2	-2	-12	3	-27	0	-28	-18	6
O=C(Oc1ccc(-c2nccc(-c3ccccn3)n2)cc1)c1cccc(C(F)(F)F)c1	-3	-1.4	-4	7	-3	0	-31	-7	1	-9	1
CCn1c(SCC(=O)N(Cc2ccccc2)C2CCS(=O)(=O)C2)nc2ccccc2c1=O (configuration not stated)	6	-2.0	2	13	-3	-6	11	2	4	9	-15
N#CC/C(N)=N/NC(=O)CCCNc1ncc(C(F)(F)F)cc1Cl	-11	3.7	-3	28	-26	-1	-11	-5	-12	-16	0
CCOc1ccccc1-c1nc(-c2ccc(NC(=O)Cc3ccccc3OC)cc2)no1	5	-1.3	0	4	7	-7	-14	-2	-5	-7	-6
Cc1cccc2c1-c1sc(C(=O)Nc3nccs3)cc1CO2	-3	5.0	-3	4	-42	-6	-54	-77	-213	-69	-24
CCC1CCCCN1Cc1ccc(OC)c(C)c1C (configuration not stated)	1	-2.3	7	2	4	1	5	15	1	-13	9
Nc1c(-c2ccc(Cl)cc2)cnn1-c1cccc(C(F)(F)F)c1	-11	0.2	-8	5	-36	-7	-20	-39	-104	-59	-11
Cc1cc(C(=O)N/N=C2\CCCC(C)C2)n[nH]1 (configuration not stated)	9	1.0	-4	4	-3	-5	-25	1	-12	-12	-13
CC(=O)Nc1ccc(SCc2csc(C)n2)cc1	0	0.0	-15	14	-1	1	20	-10	-14	-9	-3
Cc1ccc(C(=O)NC2CCN(C(=O)Nc3ccc(F)cc3)CC2)cc1	4	0.5	2	16	9	-2	-14	9	-3	-64	-3
CCOC(=O)CN(Cc1sccc1C)C(=O)Nc1ccc(OC)cc1OC	3	0.3	0	-1	-2	2	0	14	-24	-8	10
CCOC(=O)c1ccccc1NC(=O)COC(=O)CN1C(=O)NC2(CCCC2)C1=O	-5	-2.2	-4	-7	-5	-1	12	10	6	7	6
CCC(C)NC(=O)CSc1nnc(-c2cc(OC)c(OC)c(OC)c2)c(-c2cc(OC)c(OC)c(OC)c2)n1 (configuration not stated)	-5	1.1	-13	25	6	-2	1	-5	-21	-9	-28
CC(=O)c1ccccc1OCc1ccc(S(=O)(=O)Cc2ccccc2)cc1	-4	1.5	-2	-4	-9	-9	18	-8	23	6	18
CCOC(=O)C1=C(N)Oc2cc(O)ccc2C1c1ccc(Br)cc1 (configuration not stated)	-8	0.3	-5	3	-31	-9	-25	-22	1	-20	0
Cc1ccc([N+](=O)[O-])cc1NC(=O)c1ccc(C(C)(C)C)cc1	-12	6.5	-1	5	3	-9	-2	0	-27	4	-2
CCOC(=O)CC1(NC(=O)C2CCC(=O)N(C3CC3)C2)CCCCC1 (configuration not stated)	-3	-0.3	-6	-4	-5	2	2	-31	7	-1	-26
Nc1ncncc1-c1ccc(F)cc1	-2	-0.2	6	-5	2	3	-11	-9	19	8	8
Cc1ccc(Cl)c(OCC(=O)NCC(c2cccs2)N2CCOCC2)c1 (configuration not stated)	1	-1.6	-3	-7	4	-4	19	15	-8	-6	19

Printed as active in COUP-TFII inh (from the list above):
SMILES	NOD2 RIPK2 PPI	MC4R barr agon	ABHD5-PLIN5 inh	MC4R antagonist	LMP1 NFkB inh	TLR9-MyD88 inh	SRC2 inh	NCOA3 inh	LRH-1 inv ag	SRC1 inh	COUP-TFII inh
COc1ccc(CN2CCN(C(=O)c3ccc(S(=O)(=O)N4CCCCCC4)cc3)CC2)cc1	4	-2.5	0	20	27	5	-34	21	27	25	63*
